NTR1 agonist = NTR1-driven beta-arrestin-GFP spot formation – imaging, U2OS cells, high content, primary screen (AID 493036). P30989. agonist mode. activation, % at 20 µM. 330,000 compounds, 0.17% hits;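 active = activation at or above 40% of the spot to cytoplasm intensity ratio, with at least 20 cells analyzed; inconclusive = wells under 20 cells, flagged as cytotoxic or low count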;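 note: 0% = DMSO without peptide and 100% = 100 nM NTR1 peptide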
Target sequence (P30989 whole entry, looked up): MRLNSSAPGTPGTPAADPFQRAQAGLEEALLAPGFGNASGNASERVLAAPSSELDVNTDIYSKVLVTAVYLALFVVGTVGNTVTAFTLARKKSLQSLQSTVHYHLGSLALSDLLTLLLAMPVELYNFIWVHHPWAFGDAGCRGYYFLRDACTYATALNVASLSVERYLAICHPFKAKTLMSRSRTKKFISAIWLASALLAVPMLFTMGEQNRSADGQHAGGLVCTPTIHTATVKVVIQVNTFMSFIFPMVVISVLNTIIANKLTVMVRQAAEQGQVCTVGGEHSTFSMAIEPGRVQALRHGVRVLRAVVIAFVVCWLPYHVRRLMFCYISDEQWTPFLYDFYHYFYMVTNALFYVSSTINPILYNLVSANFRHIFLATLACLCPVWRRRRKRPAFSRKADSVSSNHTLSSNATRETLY
K1F lysis inhibition = protection from phage-mediated lysis, alamar blue read-out – E. coli UTI89, K1F phage, bacterial capsule biogenesis inhibitors (AID 488966). E. coli UTI89 K1F phage lysis, alamar blue, 2 h; higher % means a stronger effect. inhibition, % at 100 µM, or IC50 in µM where a hit was titrated. 340,000 compounds, 0.02% hits;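 active = phage lysis inhibition, versus mean bacterial control, above a set limit; inconclusive = no clear call, values can overlap the other calls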;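 note: capsule biogenesis inhibitors block K1F phage lysis so surviving cells raise fluorescence; higher fluorescence means more inhibition of phage lysis; actives were called in the ten point dose series up to 300 µM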
SV40 large T antigen = TAg ATPase/helicase activity blockers – biochemical (AID 1903). inhibition, % at 20 µM, or IC50 in µM where a hit was titrated. SV40 large T antigen ATPase/helicase inhibition assay; higher % means a stronger effect. 310,000 compounds, 0.39% hits; in the data active = a potency from the dose series; inconclusive = inhibition mostly from about 32% at the one dose, without a potency; inactive = the rest, 99 in 100 with inhibition below about 32%; note: strong numbers were not always called active
Salmonella PhoP GFP = inhibitors of PhoP regulon expression, primary screen, Salmonella Typhimurium, GFP reporter (AID 1863); S. Typhimurium PhoP-regulated promoter GFP reporter, 4 h; higher % means a stronger effect; one-dose inhibition, % at 50 µM; IC50 in µM for titrated hits; 300,000 compounds, 0.16% hits;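 active = inhibition over 29.93%, a cutoff 3 SD above the screen mean, later confirmed by dose response; inconclusive = inhibition over 29.93% but no dose response follow-up; inactive = inhibition at most 29.93% or unconfirmed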;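 note: 0% = low Mg2+ inducing control and 100% = high Mg2+ repressing control; strong numbers were not always called active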
TNAP activators = stimulation of alkaline phosphatase TNAP activity – biochemical, luminescent, no phosphate acceptor, uHTS, primary screen (AID 1001); purified TNAP, luminescent activation assay, no phosphate acceptor; higher activation fold means a stronger effect; one-dose activation fold at 20 µM; EC50 in µM for titrated hits; 200,000 compounds, 0.03% hits; in the data active = activation fold from about 3, or a potency from the dose series; inactive = the rest, 99 in 100 with activation fold below about 1.6; note: many of its hits are not listed in these tables
RSV antiviral HEp-2 = RSV antiviral activity via CPE protection, HEp-2 cells, primary 10 µM value included (AID 2391). HEp-2 cells, RSV-induced CPE inhibition; higher % means a stronger effect. CPE inhibition, % at 10 µM, or IC50 in µM where a hit was titrated. 310,000 compounds, 0.13% hits; in the data active = a potency from the dose series; inconclusive = CPE inhibition mostly from about 23% at the one dose, without a potency; inactive = the rest, 99 in 100 with CPE inhibition below about 21%; note: strong numbers were not always called active
T cell modulator = modulates CD8 T cell binding to vesicles; 2C CD8+ T cell-vesicle binding, flow cytometry; stronger effect = lower value; calls only at 7 µM; 330,000 compounds, 0.068% hits;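 active = response, share of CD8 T cells binding vesicles, and their 90th percentile fluorescence all below set limits, cut at about 80% in these data, passing the limit was not always enough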
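Read-out – percent CD8+ FL2 mean versus row control · System – murine 2C transgenic CD8+ T lymphocytes · Times – 1.5 h cell–vesicle binding at 37 °C, then 20 min icy labelling · Control set – naked vesicles low, QL9 vesicles with vehicle high · Detection – cytometric PE anti-B7-1 and Alexa647 anti-CD8 signals after 1% paraformaldehyde fixation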
MgcRacGAP inhibition = MgcRacGAP GTPase-activating activity inhibitors, confirmation, biochemical, ADP Hunter fluorescence; 340,000 compounds, 0.6% hits; inhibition, % at 30 µM; hits with a dose series show IC50 in µM; MgcRacGAP-stimulated Rac1 GTP hydrolysis, ADP Hunter fluorescence; higher % means a stronger effect; GST-tagged Rac1 F28L mutant substrate;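 active = first-screen hits whose inhibition reached a set limit at any dose in the follow-up dose series; inconclusive = inhibition above the set first-screen limit but never retested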;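 note: fluorescence reports GDP produced by GAP-driven GTP hydrolysis; strong numbers were not always called active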
Myeloid diff 2 = compounds promoting myeloid differentiation; ER-HoxA9 myeloid progenitors, lysozyme-GFP differentiation, flow cytometry; 360,000 compounds, 1% hits; calls only at 10 µM;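 active = normalized GFP-positive differentiation at or above the plate's own cutoff, the solvent-only control mean plus 3 SD; inconclusive = no clear call, values can overlap the other calls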;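 note: cells exposed to compound for four days before flow analysis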
T cell modulator vesicle-bound % = also measured in T cell modulator; calls as there; double positive events, %; measured here: CD8+ vesicle-bound cell fraction;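 binding gate set so that unloaded-vesicle control wells show 10% double positive cells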
NTR1 agonist cell count 20 µM = also measured in NTR1 agonist; calls as there; cell count; measured here: cell count, cytotoxicity flag
Myeloid diff 2 GFP+ MAC1+ % = second read-out of Myeloid diff 2, no call of its own (marks repeat the call); GFP+ MAC1+ double positive, %; measured here: differentiation confirmed by MAC1 staining
Starred values were filed as active, the others as inactive; [ ] = another dose, or the depositor's remark.

Screening CN1CCN(NC(=O)c2ccc(Cl)c(S(=O)(=O)Nc3ccc(Cl)cc3)c2)CC1 returned NTR1 agonist -0.9, K1F lysis inhibition 0.3%, SV40 large T antigen 9%, Salmonella PhoP GFP -5%, RSV antiviral HEp-2 -1.9%, T cell modulator inactive, MgcRacGAP inhibition 10%, Myeloid diff 2 inactive, T cell modulator vesicle-bound % 36, NTR1 agonist cell count 20 µM 57 and Myeloid diff 2 GFP+ MAC1+ % 0.5.
For COc1ccc(-n2cnc(N)c2C(=O)c2cccc([N+](=O)[O-])c2)cc1 the results were NTR1 agonist 2.1, K1F lysis inhibition 0.7%, SV40 large T antigen 6%, Salmonella PhoP GFP -6%, TNAP activators 1, RSV antiviral HEp-2 7.7%, T cell modulator inactive, MgcRacGAP inhibition 1%, Myeloid diff 2 inactive, T cell modulator vesicle-bound % 58, NTR1 agonist cell count 20 µM 88 and Myeloid diff 2 GFP+ MAC1+ % 0.3.
CN(C#N)c1nc(Cl)nc(Nc2cccc(Cl)c2)n1 was read as NTR1 agonist 25, K1F lysis inhibition 2.2%[50 µM], SV40 large T antigen 3%, Salmonella PhoP GFP 16%, TNAP activators 1.2, RSV antiviral HEp-2 5.1%, T cell modulator inactive, MgcRacGAP inhibition 8%, Myeloid diff 2 inactive, T cell modulator vesicle-bound % 9, NTR1 agonist cell count 20 µM 61 and Myeloid diff 2 GFP+ MAC1+ % 0.4.
Screening Cc1nc2ccc(NC(=O)CCS(=O)(=O)c3ccccc3)cc2s1 returned NTR1 agonist -1.9, K1F lysis inhibition 0.4%, SV40 large T antigen 7%, Salmonella PhoP GFP 8%, TNAP activators 1.1, RSV antiviral HEp-2 1.9%, T cell modulator inactive, MgcRacGAP inhibition 12%, Myeloid diff 2 inactive, T cell modulator vesicle-bound % 62, NTR1 agonist cell count 20 µM 81 and Myeloid diff 2 GFP+ MAC1+ % 0.9.
For CC(=O)Nc1ccc(-c2cn3cc(C)ccc3n2)cc1 the results were NTR1 agonist 0.6, K1F lysis inhibition 0.1%, SV40 large T antigen 5%, Salmonella PhoP GFP -7%, TNAP activators 1.1, RSV antiviral HEp-2 3.7%, T cell modulator inactive, MgcRacGAP inhibition -3%, Myeloid diff 2 inactive, T cell modulator vesicle-bound % 37, NTR1 agonist cell count 20 µM 65 and Myeloid diff 2 GFP+ MAC1+ % 0.7.
Screening COc1ccc(C(=O)NCc2nnc(SCC(=O)N3CCOCC3)o2)cc1OC returned NTR1 agonist 1.8, K1F lysis inhibition 0.0%, SV40 large T antigen 8%, Salmonella PhoP GFP -5%, TNAP activators 1.1, RSV antiviral HEp-2 1.3%, T cell modulator inactive, MgcRacGAP inhibition 14%, Myeloid diff 2 inactive, T cell modulator vesicle-bound % 62, NTR1 agonist cell count 20 µM 79 and Myeloid diff 2 GFP+ MAC1+ % 0.5.
Screening CCOC(=O)CNC(=O)CCc1nnc2ccc(N3CCC(C)CC3)nn12 returned NTR1 agonist 0.3, K1F lysis inhibition -0.2%, SV40 large T antigen 7%, Salmonella PhoP GFP 1%, RSV antiviral HEp-2 -0.2%, T cell modulator inactive, MgcRacGAP inhibition 12%, Myeloid diff 2 inactive, T cell modulator vesicle-bound % 44, NTR1 agonist cell count 20 µM 76 and Myeloid diff 2 GFP+ MAC1+ % 0.3.
For CC(C)CC(NC(=O)C1CCC(C)CC1)C(=O)NCCN1CCOCC1 (stereo not given) the results were NTR1 agonist -0.1, K1F lysis inhibition -0.3%, SV40 large T antigen 22%, Salmonella PhoP GFP 7%, RSV antiviral HEp-2 1.8%, T cell modulator inactive, MgcRacGAP inhibition 3%, Myeloid diff 2 inactive, T cell modulator vesicle-bound % 51, NTR1 agonist cell count 20 µM 35 and Myeloid diff 2 GFP+ MAC1+ % 0.5.
CN(C)S(=O)(=O)c1cccc(C(=O)N(Cc2ccc(F)cc2)Cc2ccco2)c1 was read as NTR1 agonist -0.1, K1F lysis inhibition -0.2%, SV40 large T antigen 3%, Salmonella PhoP GFP 15%, TNAP activators 1.1, RSV antiviral HEp-2 1.5%, T cell modulator inactive, MgcRacGAP inhibition 13%, Myeloid diff 2 inactive, T cell modulator vesicle-bound % 38, NTR1 agonist cell count 20 µM 56 and Myeloid diff 2 GFP+ MAC1+ % 0.8.
`CCN(CC)CCNC(=O)c1cc2cc(Br)ccc2s1` gave NTR1 agonist -1.1, K1F lysis inhibition 0.5%, SV40 large T antigen 7%, Salmonella PhoP GFP 7%, TNAP activators 1, RSV antiviral HEp-2 3.5%, T cell modulator inactive, MgcRacGAP inhibition 10%, Myeloid diff 2 inactive, T cell modulator vesicle-bound % 26, NTR1 agonist cell count 20 µM 64 and Myeloid diff 2 GFP+ MAC1+ % 0.1.
COc1ccc(C2CC(c3ccc(Br)cc3)=NN2C(=O)c2cccnc2)cc1 (stereo not given) was read as NTR1 agonist 12, K1F lysis inhibition 0.3%, SV40 large T antigen 5%, Salmonella PhoP GFP -10%, TNAP activators 1, RSV antiviral HEp-2 inconclusive, T cell modulator inactive, MgcRacGAP inhibition 4%, Myeloid diff 2 inactive, T cell modulator vesicle-bound % 53, NTR1 agonist cell count 20 µM 31 and Myeloid diff 2 GFP+ MAC1+ % 0.6.
`CCN=C1S/C(=C\c2cc(OCC)c(O)cc2Br)C(=O)N1CC` gave K1F lysis inhibition 14%, SV40 large T antigen 12%, Salmonella PhoP GFP -10%, TNAP activators 1, RSV antiviral HEp-2 0.3%, T cell modulator inactive, MgcRacGAP inhibition 14%, Myeloid diff 2 inactive, T cell modulator vesicle-bound % 43 and Myeloid diff 2 GFP+ MAC1+ % 0.2.
`CCOC(=O)/C(N=Nc1ccc(F)cc1)=C(/O)c1ccc([N+](=O)[O-])cc1` gave NTR1 agonist -7.2, K1F lysis inhibition 0.4%, SV40 large T antigen 2%, Salmonella PhoP GFP 1%, TNAP activators 1.1, RSV antiviral HEp-2 2.7%, T cell modulator inactive, MgcRacGAP inhibition 5%, Myeloid diff 2 inactive, T cell modulator vesicle-bound % 46, NTR1 agonist cell count 20 µM 95 and Myeloid diff 2 GFP+ MAC1+ % 0.8.
For COc1ccc(/C(N)=N/OC(=O)C2CCC(=O)N2S(=O)(=O)c2ccc(C)cc2)cc1 (stereo not given) the results were NTR1 agonist 2.9, K1F lysis inhibition 5.5%, SV40 large T antigen 3%, Salmonella PhoP GFP 14%, TNAP activators 1.1, RSV antiviral HEp-2 2.2%, T cell modulator inactive, MgcRacGAP inhibition 0%, Myeloid diff 2 inactive, T cell modulator vesicle-bound % 30, NTR1 agonist cell count 20 µM 61 and Myeloid diff 2 GFP+ MAC1+ % 0.5.
Screening C[C@@H](NC(=O)c1[nH]cnc1C(=O)Nc1ccc(Cl)cc1)c1ccccc1 returned NTR1 agonist 44*, K1F lysis inhibition 1.9%, RSV antiviral HEp-2 0.7%, T cell modulator inactive, MgcRacGAP inhibition 5%, Myeloid diff 2 inactive, T cell modulator vesicle-bound % 39, NTR1 agonist cell count 20 µM 65* and Myeloid diff 2 GFP+ MAC1+ % 0.9.
`OCCc1ccc(O)cc1` gave NTR1 agonist -0.7, K1F lysis inhibition inactive, SV40 large T antigen 27%, Salmonella PhoP GFP 0%, RSV antiviral HEp-2 2.0%, T cell modulator inactive, MgcRacGAP inhibition 12%, Myeloid diff 2 inactive, T cell modulator vesicle-bound % 27, NTR1 agonist cell count 20 µM 57 and Myeloid diff 2 GFP+ MAC1+ % 2.6.
CCCOCC(O)CC(CC)C(=O)NNC(=S)Nc1ccccc1 (stereo not given) was read as NTR1 agonist 0.9, K1F lysis inhibition 0.4%, SV40 large T antigen 20%, Salmonella PhoP GFP -1%, RSV antiviral HEp-2 1.7%, T cell modulator inactive, MgcRacGAP inhibition 8%, Myeloid diff 2 inactive, T cell modulator vesicle-bound % 56, NTR1 agonist cell count 20 µM 36 and Myeloid diff 2 GFP+ MAC1+ % 0.2.
For O=C1CC(C(=O)N2CCN(Cc3ccccc3)CC2)CN1Cc1ccccc1 (stereo not given) the results were NTR1 agonist -1.4, K1F lysis inhibition 0.9%[50 µM], SV40 large T antigen 30%, Salmonella PhoP GFP -2%, RSV antiviral HEp-2 0.3%, T cell modulator inactive, MgcRacGAP inhibition 7%, Myeloid diff 2 inactive, T cell modulator vesicle-bound % 36, NTR1 agonist cell count 20 µM 68 and Myeloid diff 2 GFP+ MAC1+ % 0.4.
CC1CC(C)(C)NCc2ccccc21 (stereo not given) was read as NTR1 agonist 1.2, K1F lysis inhibition 0.2%, SV40 large T antigen -2%, Salmonella PhoP GFP -4%, TNAP activators 1.1, RSV antiviral HEp-2 0.3%, T cell modulator inactive, MgcRacGAP inhibition 14%, Myeloid diff 2 inactive, T cell modulator vesicle-bound % 54, NTR1 agonist cell count 20 µM 61 and Myeloid diff 2 GFP+ MAC1+ % 0.9.
Screening COc1ccc(OCc2cc(C(=O)NCCN3CCCc4ccccc43)no2)c(Cl)c1 returned NTR1 agonist 4.9, K1F lysis inhibition -0.1%, SV40 large T antigen 13%, Salmonella PhoP GFP 0%, RSV antiviral HEp-2 6.6%, T cell modulator inactive, MgcRacGAP inhibition 10%, Myeloid diff 2 inactive, T cell modulator vesicle-bound % 24, NTR1 agonist cell count 20 µM 73 and Myeloid diff 2 GFP+ MAC1+ % 1.0.
`COc1ccc2c(c1OC)C(=O)OC2Nc1nc(-c2ccc([N+](=O)[O-])cc2)cs1` (stereo not given) gave NTR1 agonist -0.4, K1F lysis inhibition 0.6%, SV40 large T antigen 27%, Salmonella PhoP GFP -10%, T cell modulator inactive, MgcRacGAP inhibition 10%, Myeloid diff 2 inactive, T cell modulator vesicle-bound % 25, NTR1 agonist cell count 20 µM 46 and Myeloid diff 2 GFP+ MAC1+ % 0.9.

High-throughput results: PubChem BioAssay, several laboratories
